Source: PubChem
TEAD-YAP block: TEAD-YAP interaction inhibition, primary screen, TEAD-YAP interaction inhibitor project, luminescence, HEK-TIYL cells | TEAD-Gal4/YAP UAS-luciferase luminescence | inhibition, % at 9.12 µM | 640,000 tested, 1.4% active; in the data active means inhibition above about 32%;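 further: 0% = median of test compound wells and 100% = reference inhibitor wells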
MITF primary: MITF inhibitors, primary screen, biochemical, AlphaScreen, human | Microphthalmia-associated transcription factor (Homo sapiens), O75030 | AlphaScreen MITF homodimerization, bead proximity signal | inhibition, % at 2.6 µM | 650,000 tested, 0.91% active | AID 1259374, 2018; in the data active means inhibition above about 50%;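 further: 0% = vehicle wells with protein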
FBW7 activator: FBW7 E3 ligase activators, primary screen, biochemical, AlphaScreen, human | F-box/WD repeat-containing protein 7 (Homo sapiens), Q969H0 | AlphaScreen FBW7–phospho-cyclin E peptide binding, activator screen | normalized activity (activation), % at 26.1 µM | 650,000 tested, 0.13% active; in the data active means normalized activity above about 1.9%;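 further: purified mutant Fbw7 with reduced substrate affinity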
Target sequence (Q969H0 whole entry, looked up): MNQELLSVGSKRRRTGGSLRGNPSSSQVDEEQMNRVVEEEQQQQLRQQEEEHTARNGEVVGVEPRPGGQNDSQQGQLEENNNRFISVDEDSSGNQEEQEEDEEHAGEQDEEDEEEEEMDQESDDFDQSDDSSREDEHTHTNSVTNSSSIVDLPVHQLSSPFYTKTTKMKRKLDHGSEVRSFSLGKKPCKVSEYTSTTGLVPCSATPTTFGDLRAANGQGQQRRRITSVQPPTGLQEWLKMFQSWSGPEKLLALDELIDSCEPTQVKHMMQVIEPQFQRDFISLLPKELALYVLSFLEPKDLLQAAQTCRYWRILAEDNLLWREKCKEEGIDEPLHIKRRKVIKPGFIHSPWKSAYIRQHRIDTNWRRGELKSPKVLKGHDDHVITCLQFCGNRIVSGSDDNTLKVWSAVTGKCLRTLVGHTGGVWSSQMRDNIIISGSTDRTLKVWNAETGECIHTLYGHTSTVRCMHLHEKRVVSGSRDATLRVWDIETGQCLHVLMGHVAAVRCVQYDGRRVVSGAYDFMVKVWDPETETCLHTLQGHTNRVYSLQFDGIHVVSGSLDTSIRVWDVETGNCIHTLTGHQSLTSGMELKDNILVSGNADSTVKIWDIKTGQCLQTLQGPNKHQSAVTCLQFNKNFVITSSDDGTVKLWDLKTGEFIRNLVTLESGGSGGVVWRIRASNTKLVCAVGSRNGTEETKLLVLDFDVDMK
GPR151 activ: activators of human GPR151, primary screen, cell-based, PathHunter beta-arrestin, luminescence; G-protein coupled receptor 151 (Homo sapiens), Q8TDV0; PathHunter beta-arrestin GPR151 cells; 650,000 tested, 1% active; activation, % at 11.2 µM; in the data active means activation above about 4.9%;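 further: 0% = median of compound wells and 100% = cells with positive control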
Numbers without * were called inactive; · = no result given. No enrichment for hits; 3.4% or so of the library scored in one or more.

Compound,TEAD-YAP block,GPR151 activ,MITF primary,FBW7 activator
O=C(COc1ccc2ccccc2c1)NNC(=O)c1ccc(Cl)cc1,-4,0.3,4,-0.1
COc1ccc(S(=O)(=O)N(C)Cc2cccs2)cc1,-1,0.0,-5,0.3
COc1cc(Nc2nc(Nc3ccc4ncccc4c3)nc3c2ncn3C(C)C)cc(OC)c1OC,27,-0.1,-1,0.0
O=C(NCCc1ccccc1)C(=O)C1C(=O)Nc2ccccc21 (stereo unspecified),0,0.5,3,0.2
CCCCN(c1ccccc1)c1ncnc2nc[nH]c12,-3,-1.1,-13,-0.2
Cc1ccc(C2CC(C(F)(F)F)n3nc(C(=O)N4CCc5ccccc5C4)cc3N2)cc1 (stereo unspecified),17,0.1,20,0.1
COc1ccc(/C=C2\SC(=NCc3ccccc3)N(Cc3ccccc3)C2=O)cc1[N+](=O)[O-],-6,-0.5,-10,0.0
CC1(C)CC(=O)c2cc3c(N)c(C(=O)c4ccc([N+](=O)[O-])cc4)sc3nc2C1,4,-0.5,-3,0.0
O=[N+]([O-])c1ccc(/C(=N/O)N2CCCCC2)cc1,-13,-1.0,-3,0.2
N#Cc1ccsc1NC(=O)CNCC1CCCO1 (stereo unspecified),-4,-2.1,60*,0.2

Brought forward from above: five compounds, followed by the next part.
Compound,TEAD-YAP block,GPR151 activ,MITF primary,FBW7 activator
Cc1ccc(C2CC(C(F)(F)F)n3nc(C(=O)N4CCc5ccccc5C4)cc3N2)cc1 (stereo unspecified),17,0.1,20,0.1
COc1ccc(/C=C2\SC(=NCc3ccccc3)N(Cc3ccccc3)C2=O)cc1[N+](=O)[O-],-6,-0.5,-10,0.0
CC1(C)CC(=O)c2cc3c(N)c(C(=O)c4ccc([N+](=O)[O-])cc4)sc3nc2C1,4,-0.5,-3,0.0
O=[N+]([O-])c1ccc(/C(=N/O)N2CCCCC2)cc1,-13,-1.0,-3,0.2
N#Cc1ccsc1NC(=O)CNCC1CCCO1 (stereo unspecified),-4,-2.1,60*,0.2
CCn1cc(C(=O)Nc2cc(OC)cc(OC)c2)c(=O)c2ccc(C)nc21,-13,0.0,6,0.3
CCOc1ccc2nc(NC(=O)CSc3nc4cccnc4n3C)sc2c1,-1,2.1,-6,0.0
COc1ccc2c(c1)c(=O)oc1c(C)c(OC(C)C(=O)O)ccc12 (stereo unspecified),-3,0.4,13,-0.1
COc1ccc2nc(SCC(=O)Nc3ccc(NC(C)=O)cc3)n(S(=O)(=O)c3ccc(Br)cc3)c2c1,-4,-1.5,3,-0.2
COc1ccc(S(=O)(=O)NC2CC3CCC2C3)cc1I (stereo unspecified),-13,-0.8,-4,-0.1
COc1ccc(NC(=O)c2ccc(C3SCC(=O)N3Cc3ccco3)cc2)c(OC)c1 (stereo unspecified),-1,1.1,8,0.2
CCN(CC)S(=O)(=O)c1cccc(C(=O)N/N=C/c2cccc(O)c2O)c1,5,0.7,71*,-1.2
CCCc1cc(C(=O)NCCn2nc(-c3cccs3)oc2=O)no1,2,0.8,-7,-0.1
CCc1nc2sccn2c(=O)c1C(=O)NCc1c(F)cccc1F,1,-0.1,7,-0.3
Cc1cc(NC(=O)c2ccccc2C)n(-c2nc(-c3cccs3)cs2)n1,10,0.6,12,0.2
CN(C(=O)Cn1cccn1)C(Cc1ccccc1)C1CCN(C(=O)CC2=CCCCC2)CC1 (stereo unspecified),-18,0.4,0,0.0
O=C(Nc1c2c(nn1-c1cccc(Cl)c1)CS(=O)(=O)C2)c1ccc(S(=O)(=O)N2CCCCC2)cc1,-4,0.2,-1,-0.2
COc1cc(/C=C2/C(=N)N3N=C(C(C)C)SC3=NC2=O)cc(Cl)c1OCCOc1ccccc1,-5,-0.2,1,0.0
O=P1(N2CCCCC2)C=C(c2ccccc2)OC(c2ccccc2)=C1,-5,0.6,10,0.1
O=C(Nc1ccc(F)c(Cl)c1)Oc1ccccc1,-2,-0.9,6,0.0
CCN(CC)C(=O)COc1ccc(S(=O)(=O)N2CCCC2)cc1,4,-0.1,-1,0.0
CC/C=C\C/C=C\C/C=C\C/C=C\CCCCCCC(=O)O,·,-0.6,12,·
CCOC(=O)C1=C(C)N=c2s/c(=C\c3ccc(-c4ccc(Br)cc4)o3)c(=O)n2C1c1ccc2c(c1)OCO2 (stereo unspecified),2,-0.3,0,-0.1
CC(C)N(CCNc1nc(-c2ccc(N3CCN(C)CC3)cc2)nc2c1ncn2Cc1ccc(C(F)(F)F)cc1)C(C)C,0,-1.1,12,-0.1
Cc1c(Cl)cccc1N(CC(=O)N1CCc2ccccc2C1)S(C)(=O)=O,2,-0.9,7,0.0
CCOC(=O)N1CCN(C(=O)c2cncc(Br)c2)CC1,-2,-0.5,-15,-0.1
O=C(NC(=S)Nc1ccc(N2CCCCC2)cc1)c1ccccc1Cl,-21,1.5,4,-0.2
CSc1ccc(Cl)c(C(=O)Nc2ccc(Cl)cn2)c1,6,2.6,-7,0.0
O=C(Cc1csc(-c2ccccc2)n1)NCc1cccs1,-6,0.5,-5,0.1
COc1ccc(-c2c(C#N)[nH]c(=O)[nH]c2=O)cc1,2,0.7,4,-0.1
O=C(NNc1nc2c(c(=O)n1-c1ccccc1)C1(CCCC1)Cc1ccccc1-2)c1ccccc1,-4,-0.4,10,0.8
O=P(O)(c1ccccc1)c1nc2ccccc2s1,-2,0.0,4,0.1
Cc1ccc(N/N=C2\CCCNC2=O)c(Br)c1,-32,-0.3,17,0.8
NS(=O)(=O)c1ccc(NC(=S)NC(=O)Cc2cccs2)cc1,-1,0.5,12,0.1
C=CCc1ccccc1OCCOc1ccc([N+](=O)[O-])cc1/C=N/NC(N)=O,-1,6.2*,-4,-0.2
CCCCCCCCCCCCCC(=O)OCC,·,-0.2,-10,·
O=C1CCC/C(=N\NC(=O)c2ccc(CSc3cccc4cccnc34)cc2)C1,-1,-1.1,-7,0.1
Cc1ccc(C(=O)NCCc2ccccc2)cc1,82*,-6.3,-7,0.0
C=CCN(c1ccc(C(=O)NCCC2=CCCCC2)cc1)S(C)(=O)=O,-28,-0.5,-4,-0.6
COc1cccc(CNCCSc2nnnn2C)c1,2,-0.2,39,0.1
O=C(Nc1ccc(Cl)c(Cl)c1)c1cc(S(=O)(=O)NC2CCCCCC2)ccc1F,5,1.4,7,0.3
CCCOc1ccc(NC(=O)CC2C(=O)N(c3ccc(Cl)cc3)C(=S)N2CCCN2CCN(c3cccc(Cl)c3)CC2)cc1 (stereo unspecified),-3,0.1,27,-0.3
Cc1cccc(NC(=O)CSc2nc(O)cc(=O)n2CC(C)C)c1,-3,-0.7,8,-0.1
COc1ccc(-c2nnc(Nc3ccc4c(c3)ncn4-c3ccccc3OC)c3ccccc23)cc1,5,0.0,0,0.0
COC(=O)CN1C(c2cccc(Cl)c2)=Nc2ccc(Br)cc2C1c1ccccc1 (stereo unspecified),-1,0.5,2,0.1
COC(=O)c1cc(S(=O)(=O)Nc2ccc(OC)cc2)c[nH]1,-3,-2.0,17,0.5
CC(=O)Nc1ccc(NC(=O)c2ccco2)cc1,-23,-0.8,11,0.2
O=C(Nc1ccccc1F)c1ccc([N+](=O)[O-])o1,-7,-0.5,11,0.2
O=C(N/N=C\c1ccccc1Br)c1ccccn1,-38,-4.3,-1,-0.7
Cc1cc(C)nc(N2CCC(CNC(=O)c3ccccn3)CC2)n1,-7,-0.5,12,-0.1
O=C1CCC(C(=O)OCC(=O)Nc2cccc(Oc3ccccc3)c2)=NN1,6,1.0,0,-0.1
CCOc1ccccc1CNc1nc(-c2ccc(OC)cc2)no1,-10,2.4,3,0.0
COC(=O)C(Cc1ccc(O)cc1)NC(=O)c1ccco1 (stereo unspecified),0,0.3,-2,0.0
CCC(CC)C(=O)Nc1nnc(C(C)(C)C)s1,-9,-0.3,-12,0.2
COc1cc(C(=O)N(C)C2CCCCC2)cc(OC)c1OC,1,0.5,0,-0.1

Following part.
Compound,TEAD-YAP block,GPR151 activ,MITF primary,FBW7 activator
CCN(CC)C(=O)C1CCCN(c2ncc(C)c(NCc3cccc(C(F)(F)F)c3)n2)C1 (stereo unspecified),7,5.9*,8,0.5
COc1ccc(/C(O)=C2\C(=O)C(=O)NC2c2ccccc2F)cc1 (stereo unspecified),2,0.7,6,0.0
CCc1ccc(OCCNCc2cccnc2)cc1,1,-0.1,10,0.1
CCN(CC)CCCNC(=O)C1CCN(c2nnc(N3CCCC3=O)s2)CC1,3,-0.2,6,-0.1
CC(=O)Nc1ccc(NC(=O)CCC(=O)O)cc1C,1,3.0,3,0.2
CCOC(=O)c1ccc(NC(=O)Cn2cnc3c(cnn3-c3ccccc3)c2=O)cc1,15,0.3,1,0.2
CCCCCCNc1nc2c(c(=O)[nH]c(=O)n2C)n1CC(O)COC(C)C (stereo unspecified),2,-0.2,-21,1.5
S=c1[nH]nc(-c2ccccn2)n1/N=C/c1cccc(Cl)c1,4,-0.2,21,0.0
Cc1ccc2c(CC(=O)Nc3sc4c(c3C(N)=O)CCCC4)coc2c1,-5,-0.5,-8,0.3
O=S(NC1CCS(=O)(=O)C1)c1ccc2ccccc2c1 (stereo unspecified),-6,-0.5,7,0.8

Part of the list above, with values under each structure.
The line under a structure holds: TEAD-YAP block | GPR151 activ | MITF primary | FBW7 activator
CCN(CC)C(=O)C1CCCN(c2ncc(C)c(NCc3cccc(C(F)(F)F)c3)n2)C1 (stereo unspecified)
  7 | 5.9* | 8 | 0.5
CCCCCCNc1nc2c(c(=O)[nH]c(=O)n2C)n1CC(O)COC(C)C (stereo unspecified)
  2 | -0.2 | -21 | 1.5

Next results:
Compound,TEAD-YAP block,GPR151 activ,MITF primary,FBW7 activator
CC1=C(C(=O)Nc2ccccc2C)C(c2ccco2)C(C#N)=C(SCC(=O)c2ccccc2)N1 (stereo unspecified),-11,-0.8,1,0.0
CC(C)NC(=O)c1cccc(NC(=O)Nc2cc3cn[nH]c3cc2F)c1,9,-0.2,4,0.5
CCOc1ccc(NC(=O)CSc2cccc(C)c2)cc1,0,-0.1,-9,-0.1
CCOC(=O)c1ccc2c(c1)C1C=CCC1C(c1ccc(Br)cc1)N2 (stereo unspecified),-3,-0.8,-13,-0.1
COCc1cc(C)nc(SCC(=O)Nc2ccccc2C(F)(F)F)c1C#N,4,-0.4,-13,0.2
c1ccc(CCc2noc(CN3CCN(c4nc5ccccc5s4)CC3)n2)cc1,11,-1.1,7,-0.1
O=[N+]([O-])c1ccc(NN=C2C3CC4CC(C3)CC2C4)c([N+](=O)[O-])c1,7,0.3,5,-0.1
CCOC(=O)Cn1c(=O)oc2cc(S(=O)(=O)NC3CCCC3)ccc21,4,-2.2,9,0.6
CN(C)CCCN1C(=O)C(=O)/C(=C(\O)c2ccc(Br)cc2)C1c1ccc(Cl)cc1 (stereo unspecified),-3,-1.8,22,0.1
CCOC(=O)c1cc(S(=O)(=O)Nc2ccc(F)cc2)cn1C,12,0.6,14,0.1
COc1ccc(C(=O)N2N=C(c3c(-c4ccccc4)c4cc(Br)ccc4[nH]c3=O)CC2c2ccc(Br)cc2)cc1 (stereo unspecified),13,-0.1,15,-0.1
CC(C)N(C(C)C)S(=O)(=O)c1ccc(Cl)nc1,3,-1.2,9,0.4
O=C(Nc1ccc2nc(NC(=O)c3ccccc3)sc2c1)c1ccccc1,-22,-0.9,-14,0.1
O=C(Nc1ccc2c(c1)CCCN2S(=O)(=O)c1ccccc1)c1ccco1,-6,-0.9,6,-0.2
CCOC(=O)c1c(C)oc2cc(Br)c(OCc3ccccc3F)cc12,-8,0.3,-7,-0.1
Cc1ccccc1NC(=O)CNC(=O)c1ccc(C(C)(C)C)cc1,0,-2.1,-6,-0.1
COCCNC(=O)CCn1c(=O)oc2ccccc21,-1,0.2,1,-0.1
Cc1ccc(-c2nn3c(=O)c(C)nnc3s2)cc1,2,2.4,14,0.1
Cc1cccc(OCCNc2cc(N3CCOCC3)ccc2[N+](=O)[O-])c1,-2,1.2,19,-0.1
CCN(CC)c1ccc2cc(C(N)=O)c(=Nc3cccc(C(C)=O)c3)oc2c1,-10,-0.3,0,-0.1
CC(C)(C)c1ccc(OCc2nc(N)nc(N3CCCCC3)n2)cc1,1,0.3,-1,0.1
CCOc1ccc(C2C(C(=O)Nc3ccccc3OC)=C(C)Nc3nnnn32)cc1OC (stereo unspecified),-2,-0.5,19,0.0
Cc1c(C)n(CC(O)CN2CCCCC2C)c2ccccc12 (stereo unspecified),21,2.2,2,-0.2
O=C(CSc1nnc(NC2CCCCC2)s1)N1CCCC1,-34,-0.7,4,0.2
CC(=O)Nc1cccc(NC(=O)CCCc2ccccc2)c1,0,0.5,13,0.1
CCOc1ccc(N(CC(=O)OC)S(=O)(=O)c2c(C)[nH]c(=O)[nH]c2=O)cc1,-8,0.4,-11,-0.1
O=C(CC1CCCCC1)Nc1cc([N+](=O)[O-])ccc1Cl,-1,-0.4,9,0.3

4 compounds from above with just MITF primary:
molecule	MITF primary
CCN(CC)C(=O)COc1ccc(S(=O)(=O)N2CCCC2)cc1	-1
CC1=C(C(=O)Nc2ccccc2C)C(c2ccco2)C(C#N)=C(SCC(=O)c2ccccc2)N1 (stereo unspecified)	1
S=c1[nH]nc(-c2ccccn2)n1/N=C/c1cccc(Cl)c1	21
CCOC(=O)c1ccc(NC(=O)Cn2cnc3c(cnn3-c3ccccc3)c2=O)cc1	1
